# High-throughput results: PubChem, University of Kansas High Throughput Screening Laboratory
# mHTT-CaM PPI inh = mHTT-calmodulin interaction abrogation. P42858. AlphaScreen His-mHTT/GST-CaM binding, luminescence. inhibition, % at 15 µM. 3.6% of 190,000 active;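 further: 0% = both proteins with DMSO and 100% = one protein alone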
# Pf apPOL block = Pf-apPOL DNA polymerase inhibition | Recombinant Pf-apPOL, molecular beacon fluorescence, 1.5 h | inhibition, % at 10 µM | 0.25% of 210,000 active | AID 1794808
# * marks the source's active call; other numbers are inactive results; / = not tested or not shown; & = joins results of further samples. No stated cut-off is given here; in the data, active means inhibition above about 50%; inactive means the rest. An excerpt; the hit share may differ from the screen's.
# Preview (27 entries):
SMILES,mHTT-CaM PPI inh,Pf apPOL block
N#CC1=C(N)Oc2n[nH]c(-c3ccccc3)c2C1c1ccccc1[N+](=O)[O-] (centres undefined),16.0,-7.5
COc1ccc(-c2nnc3n2N=C(c2ccc(Cl)cc2)CS3)cc1,14.0,-3.8
O=C(c1ccc(S(=O)(=O)c2ccccc2)nc1)N1CCN(C2CCCCC2)CC1,0.9,2.9
O=C(CSc1cccs1)NCCc1ccccc1,-5.4,-2.3
Cc1ccc(CNC(=O)CN2CCN(C(=O)Nc3ccc(Cl)cc3)CC2=O)cc1,1.1,-2.9
Cc1ccc(Oc2ncccc2C2=NC(=Cc3ccc(C(F)(F)F)cc3)C(=O)O2)cc1,/,6.5
CSc1ccccc1C(=O)NCC1CCN(c2ncccn2)CC1,-10.0,-5.6
NC1=NC(=O)C(CC(=O)Nc2ccccc2)S1 (centres undefined),-8.0&-4.4,-5.1&2.7
Cc1ccc(S(=O)(=O)N2CCC(=O)N([C@H](COC(=O)Nc3ccccc3)Cc3ccccc3)CC2)cc1,-4.4,-3.5
CN1C(=O)CC(C(=O)O)SC1=Nc1ccc(Cl)c(C(F)(F)F)c1 (centres undefined),3.0,-3.1
c1ccc(-c2nc3cc(-c4noc(-c5ccccn5)n4)ccc3o2)cc1,-8.9,-0.4
COc1ccc2c(c1)C(C)=CC(C)(C)N2C(=O)C(C)N1C(=O)c2ccccc2C1=O (centres undefined),10.0,-4.5
COc1cc(SC)ccc1C(=O)NCc1cc(OC)c(OC)c(OC)c1,3.1,-1.6
Cc1ccc(/C=c2\sc3nnc(-c4ccccc4)n3c2=O)cc1,2.0,-8.5
Cc1cccc(OCC(=O)N2CCC(CCOc3ccncc3)CC2)c1,4.3,-4.8
Cc1ccc(C=CS(=O)(=O)N2CC(c3nc(C4CC4)no3)C2)cc1,-6.6,-7.3
COCC(=O)N1CCN(C(=O)CC2CCN(S(=O)(=O)c3c(C)noc3C)CC2)CC1,0.4,1.7
N#CC1=C(N)OC2=C(C(=O)CC(c3ccccc3)C2)C1c1ccc2c(c1)OCO2 (centres undefined),9.7,3.5
O=C1NC(=Nc2ccccc2Br)SC1(CO)CO,-2.0&-3.0,-3.8&31.2
COc1cccc(CN2C(=O)CCC2(C)C(=O)NC2CCCC2)c1 (centres undefined),-2.0,-7.4
Cc1ccccc1NS(=O)(=O)c1c(C)n[nH]c1C,4.0,0.8
Cc1nc(-c2cn(C)c3ncccc23)sc1C(=O)N1CCOCC1,-7.6,-3.8
CC(C)n1c(CC2CCN(S(=O)(=O)c3ccc(F)c(Cl)c3)C2)nc2cccnc21 (centres undefined),18.2,1.9
NC(=O)c1cc2cc(Br)ccc2oc1=NCc1ccccc1,-5.0,-3.1
CCNc1nc(NC(C)C)nc(Oc2ccc(OCCOc3ccc(C)cc3)nn2)n1,1.6,-4.5
O=[N+]([O-])c1cccc(-c2ncnn2-c2ccc(Br)cc2F)c1,-1.0,-0.9
Cc1cc(C(=O)NCC(C)(O)C2CC2)c(C)o1 (centres undefined),-5.2,2.0

# All compounds of this part, from the first entry:
SMILES,mHTT-CaM PPI inh,Pf apPOL block
N#CC1=C(N)Oc2n[nH]c(-c3ccccc3)c2C1c1ccccc1[N+](=O)[O-] (centres undefined),16.0,-7.5
COc1ccc(-c2nnc3n2N=C(c2ccc(Cl)cc2)CS3)cc1,14.0,-3.8
O=C(c1ccc(S(=O)(=O)c2ccccc2)nc1)N1CCN(C2CCCCC2)CC1,0.9,2.9
O=C(CSc1cccs1)NCCc1ccccc1,-5.4,-2.3
Cc1ccc(CNC(=O)CN2CCN(C(=O)Nc3ccc(Cl)cc3)CC2=O)cc1,1.1,-2.9
Cc1ccc(Oc2ncccc2C2=NC(=Cc3ccc(C(F)(F)F)cc3)C(=O)O2)cc1,/,6.5
CSc1ccccc1C(=O)NCC1CCN(c2ncccn2)CC1,-10.0,-5.6
NC1=NC(=O)C(CC(=O)Nc2ccccc2)S1 (centres undefined),-8.0&-4.4,-5.1&2.7
Cc1ccc(S(=O)(=O)N2CCC(=O)N([C@H](COC(=O)Nc3ccccc3)Cc3ccccc3)CC2)cc1,-4.4,-3.5
CN1C(=O)CC(C(=O)O)SC1=Nc1ccc(Cl)c(C(F)(F)F)c1 (centres undefined),3.0,-3.1
c1ccc(-c2nc3cc(-c4noc(-c5ccccn5)n4)ccc3o2)cc1,-8.9,-0.4
COc1ccc2c(c1)C(C)=CC(C)(C)N2C(=O)C(C)N1C(=O)c2ccccc2C1=O (centres undefined),10.0,-4.5
COc1cc(SC)ccc1C(=O)NCc1cc(OC)c(OC)c(OC)c1,3.1,-1.6
Cc1ccc(/C=c2\sc3nnc(-c4ccccc4)n3c2=O)cc1,2.0,-8.5
Cc1cccc(OCC(=O)N2CCC(CCOc3ccncc3)CC2)c1,4.3,-4.8
Cc1ccc(C=CS(=O)(=O)N2CC(c3nc(C4CC4)no3)C2)cc1,-6.6,-7.3
COCC(=O)N1CCN(C(=O)CC2CCN(S(=O)(=O)c3c(C)noc3C)CC2)CC1,0.4,1.7
N#CC1=C(N)OC2=C(C(=O)CC(c3ccccc3)C2)C1c1ccc2c(c1)OCO2 (centres undefined),9.7,3.5
O=C1NC(=Nc2ccccc2Br)SC1(CO)CO,-2.0&-3.0,-3.8&31.2
COc1cccc(CN2C(=O)CCC2(C)C(=O)NC2CCCC2)c1 (centres undefined),-2.0,-7.4
Cc1ccccc1NS(=O)(=O)c1c(C)n[nH]c1C,4.0,0.8
Cc1nc(-c2cn(C)c3ncccc23)sc1C(=O)N1CCOCC1,-7.6,-3.8
CC(C)n1c(CC2CCN(S(=O)(=O)c3ccc(F)c(Cl)c3)C2)nc2cccnc21 (centres undefined),18.2,1.9
NC(=O)c1cc2cc(Br)ccc2oc1=NCc1ccccc1,-5.0,-3.1
CCNc1nc(NC(C)C)nc(Oc2ccc(OCCOc3ccc(C)cc3)nn2)n1,1.6,-4.5
O=[N+]([O-])c1cccc(-c2ncnn2-c2ccc(Br)cc2F)c1,-1.0,-0.9
Cc1cc(C(=O)NCC(C)(O)C2CC2)c(C)o1 (centres undefined),-5.2,2.0
CCOC1CCCN(S(=O)(=O)c2ccc(Cl)cc2)C1 (centres undefined),-17.7,-3.5
C#CC(C)(CC)OCC(O)CN1CCCC(C)C1 (centres undefined),-2.8,-1.0
COc1ccc(-c2csc(/C(C#N)=C/c3cc(OC)ccc3OC)n2)cc1,-15.2,-0.6
COc1cc(C=NN=C2NC(=O)CS2)cc(OC)c1OC,/,-1.1
O=C(c1cc(-c2ccc(F)cc2)no1)N1CCCC1c1ccc(F)cc1 (centres undefined),-10.5,0.5
CC(C)=CCC(C#N)(CC=C(C)C)C(=O)O,/,-2.8
CS(=O)(=O)CCC(C(=O)O)N1C(=O)c2ccccc2C1=O (centres undefined),-10.0,3.4
CCc1cc(C(=O)Cc2csc(-c3ccccc3)n2)c(O)cc1O,11.7,-3.0
Cc1cc(C)cc(C(=O)Nc2ccc(Cn3cncn3)cc2)c1,-4.4,2.6
CSc1cccc(Sc2cc(C(=O)NCc3ccco3)c3ccccc3n2)c1,22.0,-1.0
Cc1nc(SCc2nc3cc([N+](=O)[O-])c([N+](=O)[O-])cc3[nH]2)c(C#N)c(C)c1Cl,39.0,-5.4
CN1NC(c2ccccc2O)C2C(=O)N(C3CCCCC3)C(=O)C21 (centres undefined),34.7,9.1
CC1CCCN1C(=O)c1cc(-c2ccc3c(c2)OCO3)on1 (centres undefined),-7.3,-0.5
CC1(C)CC(=O)C(=C(O)c2ccccc2)C(=NCCO)C1,-4.7,-1.1
N#CC1=C(N)OC2=C(C(=O)CC(c3ccccc3)C2)C1c1ccc(F)c(F)c1 (centres undefined),1.0,-7.1
O=C1c2ccccc2C(=O)N1c1ccc(N2C(=O)c3ccccc3C2=O)c(Cl)c1,20.0,-0.5
CC1CCC(NC(=O)C2(C)CCC(=O)N2Cc2ccc(F)cc2Cl)CC1 (centres undefined),5.0,-5.3
CCC(C)N(Cc1ccc(OC)cc1OC)S(=O)(=O)c1cc(Br)ccc1Br (centres undefined),-5.5,9.3
COc1ccc(OCCCC(=O)Nc2ccc(Cl)cc2C)cc1,-5.8,5.4
CCc1ccc(N=c2oc3c(C)ncc(CO)c3cc2C(=O)Nc2ccccc2)cc1,-3.0,0.8
COc1ccc(-c2nc3n(n2)C(c2ccc(F)cc2)C2=C(CCCC2=O)N3)cc1 (centres undefined),14.3,-0.2
COc1ccc(N2CC(C(=O)NCc3ccccc3)CC2=O)cc1 (centres undefined),-1.8,2.2
CCOc1ccc(-c2csc(=Nc3ccccc3)n2CCN2CCOCC2)cc1,22.0,-3.1

# Whole records, looked up by structure. Values in the order: mHTT-CaM PPI inh	Pf apPOL block
# Listed for N#CC1=C(N)OC2=C(C(=O)CC(c3ccccc3)C2)C1c1ccc(F)c(F)c1 (centres undefined) : 1.0	-7.1
# Listed for CCc1ccc(N=c2oc3c(C)ncc(CO)c3cc2C(=O)Nc2ccccc2)cc1 : -3.0	0.8

# (cont.)
SMILES,mHTT-CaM PPI inh,Pf apPOL block
Cc1ccccc1-c1nc(C2CCN(S(=O)(=O)c3ccc(Cl)s3)CC2)no1,-5.0,-2.2
O=C(Cc1ccsc1)N1CCC(Nc2ncnc3c2CCC3)C1 (centres undefined),2.3,0.0
C=CC(C)(C)c1cc(C=CC(=O)c2ccc(O)cc2)c(OC)cc1O,/,-5.2
CN1C(=O)C(CCO)NC1=S (centres undefined),-3.8,/
Cc1c(C2CCN(C(=O)c3cccnc3)CC2)noc1N,-0.5,1.4
COc1ccc2c(c1)c(=O)c1ccccc1n2CC(=O)Nc1cc(Cl)ccc1OC,0.0,0.9
CCOc1ccc(S(=O)(=O)N(CC(=O)Nc2ccccc2C(F)(F)F)c2ccccc2)cc1,-15.0,-3.4
COc1ccccc1N1CCN(C(=O)c2ccc(CSc3ccccc3)cc2)CC1,68.4*,-5.0
CCOc1ccc(C(=O)N2CCN(c3ccc([N+](=O)[O-])cc3)CC2)cc1,3.3,-5.5
O=C(c1ccc(OCC2CCN(C(=O)c3c(F)cccc3Cl)CC2)cc1)N1CCCC1,7.9,3.5
Cc1ccc(NC(=O)Nc2ccc(C)cc2)cc1,/,-2.5
CCNC(=O)C1=CCN(C(=O)c2ccc(F)cc2F)CC1,-4.0,-3.3
NS(=O)(=O)c1ccc(Nc2nc(-c3ccc(Cl)c(Cl)c3)cs2)cc1,99.9*,0.9
COc1cccc(-c2cc(C3CCN(S(=O)(=O)c4ccc(F)cc4)CC3)[nH]n2)c1,-1.7,-3.3
COc1cc(OC)c(OC)cc1/C=C1/N=C(c2ccccc2Br)OC1=O,5.0,-5.0
CCCCN(C)C(=O)CC1Sc2ncccc2N(CC(C)C)C1=O (centres undefined),-5.1,-4.0
Cc1c(NC(=O)Sc2n[nH]c(=O)n2-c2ccccc2)c(=O)n(-c2ccccc2)n1C,-5.9,/
Cc1cc(O)c2c(=O)c(-c3csc(C)n3)coc2c1,2.0,-0.2
O=C(Cc1ccccc1)N1CCCCC1c1nncn1CC1CC1 (centres undefined),-8.1,0.9
CC(C)(C)C(=O)N1CCC(c2nc(CNC(=O)C3CCC3)cs2)CC1,-7.1,-1.7
COc1ccc(-c2cc(-c3cccnc3)c3c(N)c(C(=O)c4ccc(Cl)cc4)oc3n2)cc1,/,1.5
CCN1CCC2(CC1)N=C(c1ccccc1O)CC(c1ccc(C)cc1)N2 (centres undefined),51.5*,3.0
CCC(=O)N1CCc2cc(Br)cc(S(=O)(=O)NCCC(C)C)c21,-6.0,-8.2
N[C@@H](CCC(=O)N[C@H](CSN=O)C(=O)NCC(=O)O)C(=O)O,/,1.5
Cn1c(=O)c(Cl)c(O)c2ccccc21,-8.4,2.9
Cc1cc(-c2ccccc2)nc2cc(C(=O)Nc3ccc(F)c(Cl)c3)nn12,-7.0,1.9
COc1ccc(CNc2ccc3[nH]ncc3c2)cc1C,64.8*,12.1
O=C(O)c1ccc(S(=O)(=O)Cc2cccc(F)c2)c([N+](=O)[O-])c1,2.0,-1.6
O=S(=O)(NCc1ccc2c(c1)OCO2)c1cc(Cl)sc1Cl,/,-6.6
O=C(CC1CCCCC1)N1CCCC(COc2ccc(C(=O)N3CCCCC3)cc2)C1 (centres undefined),13.4,2.9
CC(C)(C)NCCN1CCn2c1nc1ccccc12,3.0,-12.8
Cn1c2c(c(=O)n(C)c1=O)C(c1ccc(Cl)cc1)C(C#N)=C(N)O2 (centres undefined),5.0,-6.5
CC(=O)C[C@H]1c2cc(C(F)(F)F)ccc2S(=O)(=O)N1C1CCCC1,-18.5,-4.4
COc1ccccc1NC(=O)OCCCN1CCC2(CCC(C)CC2)C1=O (centres undefined),-4.2,-7.1
CCc1ccc(NC(=O)c2cc3n(n2)CCCN(Cc2ccc(F)cc2)C3=O)cc1,-5.3,5.1
Cc1ccnc(NS(=O)(=O)c2ccc(NC(=O)CCCc3ccccc3)cc2)n1,-4.2,-20.5
COc1cc(NC(=O)c2ccccc2)c(OC)cc1NC(=O)Cc1cccs1,42.7,-2.1
COc1ccc(C(C)=O)cc1CSC(=NS(=O)(=O)c1ccccc1)Nc1cccc(Cl)c1Cl,/,-1.5&1.8
O=C(c1ccc(OCC2CCN(C(=O)c3ccccc3Cl)CC2)cc1)N1CCCCC1,-13.0,0.5
CCOc1ccc(N2CC(C(=O)NC(C)C)CC2=O)cc1 (centres undefined),-2.3,-3.7
CC(=O)N1CCc2ccccc2C1C(=O)N1CCN(CC(C)C)CC1 (centres undefined),25.9,1.6
